Screens (PubChem BioAssay)
Cneo AK release: causes C. neoformans cell lysis | adenylate kinase release luminescence, 4 h; normalised: neutral wells 0, clomiphene wells 100 | 0.2% of 360,000 active | lysis activity, % at 15 µM | AID 651654;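 active = mean lysis activity across replicates of at least 80%, whatever share of replicates individually reach that level; inactive = mean lysis activity below 80%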
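read-out = cell lysis signal | test system = log-phase Cryptococcus neoformans yeast cells | input = cells at 5 × 10^6 per mL | medium = fresh YPD growth medium | signal = luminescent adenylate kinase detection reagent | timing = 4 h at 37 °C static, read 1 h later | dosing = single dose | controls = Clomiphene as positive lysis control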
PGC1a acetyl inh: modulators of PGC1a acetylation; U2OS PGC1a acetylation, AlphaScreen anti-acetyl-lysine; with virally co-expressed GCN5 acetyltransferase; inhibition, % at 15.6 µM; 0.17% of 350,000 active;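 active = every replicate shows inhibition of at least 40%; inconclusive = mean inhibition at least 40% but some replicate below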;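 also: 0% = neutral control wells and 100% = positive control wells; some results beyond the cut were filed as inactive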
LGR2 inh: inhibitors of bursicon-induced Drosophila LGR2 receptor cAMP signaling. HEK293 LGR2, CRE-luciferase, bursicon-stimulated, 4 h. inhibition, % at 9.99 µM. 0.35% of 380,000 active;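 active = drop in luminescence signal, shown as inhibition above about 50% in the replicate tests, limit read from the data, passing the limit was not always enough; inconclusive = probably only some replicates passing the limit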;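 also: agonist challenge used bursicon conditioned medium at about half maximal strength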
EWS-Fli block: EWS/Fli transcriptional activity inhibition; AID 651661; inhibition, % at 12.6 µM; 0.67% of 350,000 active; A673 NR0B1-luciferase reporter, viability-normalised;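 active = mean inhibition of at least 50% after viability correction, with every replicate also passing that limit; inconclusive = mean reaches 50% but only one of two replicates passes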;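 also: firefly luciferase signal divided by Alamar Blue viability fluorescence both relative to DMSO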
FN deposit inh: fibronectin deposition inhibition; AH1F fibroblasts, Alexa488-fibronectin deposition fluorescence, overnight; inhibition, % at 12.6 µM; 0.086% of 350,000 active;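 active = mean inhibition across replicates of 30% or more, regardless of how many single replicates reach that level; inconclusive = mean under 30% yet at least half of replicates reach 30%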;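 also: positive control wells lacked labelled fibronectin entirely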
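Material – AH1F fibroblast monolayer, labelled fibronectin deposition · Reagent – labelled fibronectin 24 nM · Timing – 1 h adhesion, overnight exposure · Measured by – fluorescence at 485 nm excitation, 525 nm emission · Read-out – inhibition of fibronectin deposition signal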
miR-122 sensor: inhibitors of miR-122 in Huh7 cells; activation (reporter increase), % at 12.5 µM; Huh7 miR-122 Renilla luciferase sensor, 48 h; neutral wells = 0, positive control = 100; 0.3% of 340,000 active; AID 602342;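 active = mean replicate activation score at least 90 and every replicate individually at or above 90; inconclusive = only one of the two criteria met; inactive = neither criterion met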;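 also: higher luciferase means less miR-122 activity so hits act as miR-122 inhibitors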
PAX8 reporter: PAX8 transcriptional activity inhibition; 1.2% of 360,000 active; RMG-I TPO-luciferase reporter, SteadyGlo, 24 h; AID 652154; inhibition, % at 12.6 µM;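 active = mean replicate inhibition at least 60% with every replicate also reaching 60%; inconclusive = only one of the two criteria is met; inactive = mean below 60% and not all replicates reaching 60%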;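 also: luciferase light reporting Pax8 driven TPO promoter activity; plate controls were median of neutral control wells for no effect and mitoxantrone controls for full effect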
Casp6 inh: inhibitors of human caspase-6; P55212; purified caspase-6, Z-VEID-R110 cleavage fluorescence; inhibition, % at 12.5 µM; 0.53% of 350,000 active;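 active = mean inhibition across replicates at least about 35%, with every replicate also reaching that limit, limit read from the data; inconclusive = only one of the two criteria met; inactive = neither criterion met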;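 also: 0% = median of neutral control wells and 100% = no fluorescence left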
Target sequence (P55212 24-179 limits assumed): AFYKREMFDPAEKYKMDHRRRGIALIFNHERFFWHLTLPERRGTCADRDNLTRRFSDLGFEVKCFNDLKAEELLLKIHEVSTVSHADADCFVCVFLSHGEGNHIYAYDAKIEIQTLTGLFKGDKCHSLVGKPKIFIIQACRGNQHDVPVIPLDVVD
Target sequence (P55212 194-293 limits assumed): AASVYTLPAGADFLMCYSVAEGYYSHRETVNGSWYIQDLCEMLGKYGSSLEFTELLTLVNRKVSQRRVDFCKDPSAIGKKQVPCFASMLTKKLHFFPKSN
Active calls of the source: *; ? = inconclusive; . = not tested or not shown; [ ] = another dose, or the depositor's remark.

cpd	canonical_smiles	Cneo AK release	PGC1a acetyl inh	LGR2 inh	EWS-Fli block	FN deposit inh	miR-122 sensor	PAX8 reporter	Casp6 inh
1	COc1ccccc1CN1CC[C@H]2[C@H](CO)Nc3ccc(C#Cc4ccccc4)cc3[C@H]21	115.2*	5.9	-1.2	0.7	-7.6	-10.1[16.7 µM]	3.7	-2.6
2	COc1ccc2cc(N3CCCC3=O)ccc2c1	0.0	-17.6	-30.4	-79.0	.	-7.4	-125.0	2.3
3	O=C(CCCN1C(=O)CCC1=O)Nc1ccc(Br)cc1F	0.0	11.1	-0.4	.	-5.0	4.3	.	.
4	CC(C)c1nnc(NC(=O)CCC(=O)N2CCN(c3ccccc3F)CC2)s1	-2.1	-8.2	1.3	.	-10.5	0.6	-3.0	1.9
5	OCCC1CN(Cc2nc3c(s2)CCCC3)CCN1CCc1ccccc1 (stereo unspecified)	.	.	-15.5	2.0	9.9	.	-12.7	2.4
6	O=C(Cc1ccccn1)N[C@@H]1CC[C@H](CCn2cc(-c3ccc(F)cc3)nn2)O[C@@H]1CO	.	-4.6	-2.5	0.4	-0.9	.	.	1.0
7	O=C(N/N=C/c1cccc(O)c1)C(=O)N1CCCCCC1	-8.2	28.3	2.1	-3.1	2.7	8.2	-10.3	2.7
8	COc1ccccc1NC(=O)N(C)C[C@@H]1Oc2ncc(Br)cc2C(=O)N([C@@H](C)CO)C[C@H]1C	-0.3	8.6	-3.7	-3.9	.	7.3[16.7 µM]	.	-5.5
9	COc1ccccc1C(C[N+](=O)[O-])c1c[nH]c2ccccc12 (stereo unspecified)	.	.	29.5	19.4	2.2	.	25.1	-3.1
10	Cn1cnc(S(=O)(=O)N2CCCCN3[C@H](CO)[C@H](c4ccc(C5=CCCC5)cc4)[C@@H]3C2)c1	-0.4	2.4	.	-7.2	.	4.4[16.7 µM]	-24.3	-0.7
11	CCOC(=O)CSc1nc2cc(C(F)(F)F)cnc2n1C	.	-7.9	5.2	7.1	1.3	-3.2	2.5	0.2
12	O=C(Nc1ccccc1C(=O)NCc1ccccc1)C1=CSCCO1	14.2	6.4	-10.0	.	-5.5	2.9	0.9	-0.1
13	Cc1cc(C)c(NC(=O)C2CCCCN2C)c(C)c1 (stereo unspecified)	-0.1	-3.4	.	.	-5.4	2.7	.	.
14	Cc1cccc(NS(=O)(=O)c2ccc3[nH]c(=O)[nH]c3c2)c1C	-0.1	0.8	8.4	-14.4	-0.4	.	5.7	0.9
15	CC(C)(C)n1nnnc1SCC(=O)Nc1nn(-c2ccccc2)nc1C(N)=O	0.5	-2.2	-10.9	-19.9	1.7	3.3	10.7	2.0
16	S=C(NCCN1CCOCC1)Nc1ccc(Cl)cc1Cl	15.2	-0.2	-6.2	.	-0.2	0.7	-35.0	-7.2
17	COc1ccc(/C(O)=C2/C(=O)C(=O)N(CCN3CCOCC3)C2c2ccc(C)cc2)cc1 (stereo unspecified)	0.8	21.2	3.7	.	-1.4	.	.	.
18	CC(Sc1ncnc2ccccc12)C(=O)Nc1ccc2c(c1)OCO2 (stereo unspecified)	2.2	-8.0	.	.	-1.5	-3.4	25.3	.
19	CC(OC(=O)CCCC(=O)Nc1ccc(F)cc1)C(=O)c1ccccc1 (stereo unspecified)	1.3	-4.3	10.8	-3.3	2.7	-5.2	-10.0	2.2
20	Cc1cc(C)c2c(CN3CC(C)OC(C)C3)cc(=O)oc2c1C (stereo unspecified)	0.0	5.1	-7.6	-2.1	-1.0	-4.9	9.6	-3.7
21	CC(=O)c1ccc(N2CCN(S(=O)(=O)c3ccc4c(c3)NC(=O)CO4)CC2)cc1	.	4.0	0.8	1.1	9.2	0.7	-18.8	-0.8
22	Cc1ccc(CS(=O)(=O)c2ccc(C(=O)N3CCN(c4ccccn4)CC3)cc2[N+](=O)[O-])cc1	.	.	21.7	18.0	.	.	30.5	3.2
23	COCc1nnc(NC(=O)c2c(-c3c(Cl)cccc3Cl)noc2C)s1	-0.5	.	-2.9	9.9	-4.6	.	0.0	-1.3
24	Cc1cc(C)n(C(=O)CN2C(=O)c3ccccc3C2=O)n1	-0.5	4.9	3.5	1.6	.	.	.	2.4
25	COc1cc(OC)c(OC)cc1C=Cc1ccc2ccccc2n1	-0.5	.	-19.2	-39.4	-1.8	.	-53.7	6.1
26	CC(C)(C)OC(=O)N1CCN(C(=O)c2nc[nH]c2C(=O)N2CCN(C(=O)OC(C)(C)C)CC2)CC1	0.1	7.0	2.6	-13.8	9.8	-4.3	-9.0	.
27	CCS(=O)(=O)c1nc(S(=O)(=O)c2ccc(C)cc2)c(NCCN2CCOCC2)s1	0.7	-2.1	7.5	0.5	2.0	14.8	7.5	-2.0
28	Cc1ccc2c(c1)c1ncn(CCC3=CCCCC3)c(=O)c1n2C	-1.1	3.7	.	.	.	28.1	-28.5	.
29	Cc1cc(C)n2nc(C(=O)OCC(=O)NCc3ccc(F)cc3)nc2n1	-0.5	5.0	-7.0	0.7	-0.4	6.3	-2.4	-4.9
30	N=C(N)SCC1=CCS(=O)(=O)C1	5.2	13.1	23.2	-5.9	-14.5	-0.6	4.9	-0.8
31	CCN(c1ccccc1)S(=O)(=O)c1ccc(Cl)nc1	.	6.4	28.7	-1.0	-7.2	-2.2	19.5	-2.2
32	Cc1noc(C)c1C(=O)OC(C)C(=O)c1c[nH]c2ccccc12 (stereo unspecified)	0.4	0.4	15.6	2.7	11.7	-2.9	15.9	1.4
33	Cn1cc(Br)c(C(=O)NC(=S)N2CCN(c3ccccn3)CC2)n1	.	.	.	11.2	7.3	.	-21.7	0.7
34	COCC#Cc1cnc2c(c1)C(=O)N([C@@H](C)CO)C[C@H](C)[C@H](CN(C)C(=O)c1cccc(F)c1)O2	-4.5	4.2	-2.9	4.1	-1.1	1.8[16.7 µM]	3.2	3.3
35	O=C(C1CCCCC1)N1CC2(C1)[C@H](c1ccccc1)[C@@H](CO)N2CCC(F)(F)F	.	1.8	25.0	4.0	0.9	.	-17.1	-1.7
36	COc1ccc(C#Cc2ccc3c(c2)O[C@@H](CN(C)C(=O)NC2CCCCC2)[C@@H](C)CN([C@@H](C)CO)S3(=O)=O)cc1	-0.6	11.5	7.9	8.6	.	15.2[16.7 µM]	.	0.1
37	COc1cc(OC)c(N(C)S(=O)(=O)c2cccc(C(=O)OCC(=O)N3CCOCC3)c2)cc1Cl	0.2	.	-20.5	3.7	-4.5	-6.2	-0.3	12.4
38	CS(=O)(=O)N1CCN(C(=O)Cc2ccccc2Cl)CC1	-1.4	4.8	21.2	3.9	-1.6	0.6	-13.8	-0.2
39	O=C(c1coc2ccccc2c1=O)N1CCN(c2cccc(C(F)(F)F)c2)CC1	0.7	14.3	2.1	10.7	.	5.0	.	0.8
40	COc1ccc(/C=N/N2C(=O)CN(C(=O)c3ccccc3)C2c2ccc(OC)cc2)cc1 (stereo unspecified)	-0.9	-0.7	-2.4	1.6	-22.6	-1.5	13.0	-1.3
41	Cc1cccc(N2CCN(C(=O)C3CCN(c4nnc(-n5cccc5)s4)CC3)CC2C)c1 (stereo unspecified)	1.8	17.9	17.5	3.0	5.4	-3.1	-4.8	-2.4
42	CC(=O)Nc1cc2c(cc1Br)-c1ccccc1C2	1.5	6.7	-38.3	-35.6	.	5.9	-118.4	2.9
43	CN(C(=S)NC(=O)c1ccc(F)cc1)C1CCCCC1	37.5	-3.4	-10.5	.	.	-0.4	-35.8	-3.2
44	Cc1ccc(-c2ccc(CN3C(C)C(=O)N(Cc4cn(Cc5ccco5)nn4)CCS3(=O)=O)cc2)c(C)c1 (stereo unspecified)	-0.3	11.2	4.8	0.8	-8.0	-10.2	21.2	0.6
45	Cc1cccc(N2CC(C(=O)NCc3ccco3)CC2=O)c1C (stereo unspecified)	-0.5	-0.1	7.0	1.6	2.7	-8.1	-5.0	2.0
46	COc1cc(OC)c(C(=O)NCc2cccnc2)cc1OC	6.0	10.1	1.0	3.7	-2.1	-6.1	4.2	4.6
47	CCn1c(COc2cccc(OC)c2)nnc1SCC(=O)NC1CCCC1	-1.1	18.4	-1.7	3.4	-10.2	-1.5	-5.8	-8.3
48	CCOCCCn1c(=NC(C)=O)c(C#N)cc2c(=O)n3ccccc3nc21	2.5	-4.4	.	2.6	3.1	-6.1	-6.3	10.7
49	O=C(NCCc1ccccc1)c1ccc(Cl)nc1	-1.3	2.6	.	.	-9.8	-13.1	-143.2	.
50	O=C(Nc1ccc2c(c1)OCO2)N[C@@H]1CC[C@@H](CC(=O)N2CCN(c3ccccc3)CC2)O[C@@H]1CO	56.9	7.2	-3.9	-18.9	10.9	.	4.7	-0.2
51	CN(Cc1ccco1)C(=O)Cn1c(=O)oc2cc(S(=O)(=O)NCc3ccccc3)ccc21	-1.9	13.1	7.7	3.5	13.2	20.9	20.8	0.0
52	COc1cccc(-c2c(C(=O)N/N=C(\C)c3ccc(Cl)s3)nnn2-c2nonc2N)c1	-0.2	.	-4.1	-14.6	2.8	.	12.0	2.1
53	C[C@@H]1CN([C@@H](C)CO)C(=O)Cc2cc(NC(=O)Nc3ccc4c(c3)OCO4)ccc2O[C@H]1CN(C)C(=O)Nc1cccc2ccccc12	-0.6	5.5	6.4	2.1	-1.5	0.4[16.7 µM]	13.5	-2.1
54	COC(=O)C1CCN(C(=O)COC(=O)c2ccc(=O)n(Cc3ccccc3)n2)CC1	1.5	.	19.0	5.9	1.9	.	12.9	1.2
55	CNC(=O)C[C@H]1CC[C@@H]2[C@H](COc3ccc(NS(=O)(=O)c4ccc(F)cc4)cc3C(=O)N2C)O1	-3.5	0.6	15.0	-4.0	-6.6	-33.3[16.7 µM]	-21.4	.
56	COc1cc2c(Cc3ccccc3)cncc2cc1O	8.5	-3.7	?	-8.5	8.5	-10.4	-1.6	-0.4

Arranged by the number under LGR2 inh (falling): 3 from the list above
| entry | smiles | PGC1a acetyl inh | LGR2 inh | miR-122 sensor | Casp6 inh |
| --- | --- | --- | --- | --- | --- |
| 30 | N=C(N)SCC1=CCS(=O)(=O)C1 | 13.1 | 23.2 | -0.6 | -0.8 |
| 3 | O=C(CCCN1C(=O)CCC1=O)Nc1ccc(Br)cc1F | 11.1 | -0.4 | 4.3 | . |
| 37 | COc1cc(OC)c(N(C)S(=O)(=O)c2cccc(C(=O)OCC(=O)N3CCOCC3)c2)cc1Cl | . | -20.5 | -6.2 | 12.4 |
